Bioassay records from PubChem BioAssay.
HP1b binding inh – inhibitors of HP1-beta chromodomain binding to methylated histone tails; P83916; AlphaScreen HP1-beta / biotin-H3K9me3 peptide binding; Potency, µM (top dose mostly 114 µM), inactives show at the top dose activity change, negative = inhibition, hits mostly inhibitors; hit rate 0.56% among 390,000; note: potency is the fitted concentration of half-maximal effect; nearly all actives have a fitted effect of over 70% in size; inactives centre near 23
Target sequence (P83916 whole entry, looked up): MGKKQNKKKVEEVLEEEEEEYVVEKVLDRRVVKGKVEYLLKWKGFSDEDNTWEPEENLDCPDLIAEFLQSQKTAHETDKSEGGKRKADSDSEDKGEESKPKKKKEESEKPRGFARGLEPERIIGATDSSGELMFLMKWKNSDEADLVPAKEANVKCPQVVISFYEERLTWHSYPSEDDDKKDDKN
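HP1-beta protein (50 nM final) preincubated 30 min at room temperature with biotinylated H3(1-18)K9me3 peptide (50 nM) in PBS pH 7.4, 0.01% Tween-20, then compound added for 30 min. AlphaScreen streptavidin donor/nickel chelate acceptor beads (10 ug/mL final), 30 min dark, luminescence read.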
RGS4 inh – human RGS4 inhibition | hit rate 0.039% among 390,000 | Transcreener GDP fluorescence polarization, RGS4-accelerated GTP hydrolysis | P49798 | AID 504845 | Potency, µM (top dose mostly 114 µM), inactives show at the top dose activity change, negative = inhibition, actives largely listed as inhibitors; note: potency is the fitted concentration of half-maximal effect; % is set by controls: 0 for no effect and ±100 for the full control effect; nearly all actives have a fitted effect of over 75% in size; some results filed as inactive show a strong effect at the top dose
Target sequence (P49798 whole entry, looked up): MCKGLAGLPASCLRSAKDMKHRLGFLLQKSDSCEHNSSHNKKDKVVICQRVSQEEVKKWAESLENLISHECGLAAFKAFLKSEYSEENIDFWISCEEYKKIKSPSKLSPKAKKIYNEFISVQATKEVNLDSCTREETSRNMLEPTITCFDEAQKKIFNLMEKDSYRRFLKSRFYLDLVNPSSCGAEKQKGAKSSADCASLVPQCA
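MLSMR compounds (23 nl, pin-transferred) preincubated 10 min at room temperature with a 500nM (2x) first reagent, then RGS4 at 900nM (2x) plus Transcreener GDP mix added; fluorescence polarization (620/688 nm) read before and after 90 min at 30 °C.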
ERG-DNA inh – blocks human ERG Ets domain binding to DNA; fluorescence polarization, His-ERG Ets domain / labelled DNA; Potency, µM (series often up to 76.9 µM), inactives show top-dose FP activity, negative = inhibition, most hits filed as inhibitors; hit rate 0.028% among 370,000; active = well fitted inhibition curve with a large enough effect in the polarisation, with a control signal flat; inconclusive = small, poorly fitted or top-dose-only effect, or effect the other way, or a change in a side signal; inactive = no such curve, though single readings can be large or run the other way; the % refers to the polarisation;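 note: polarization taken with two DNA probes labelled with fluorescein and Texas red; potency is the fitted concentration of half-maximal effect; % of control where 0% means no effect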
Target sequence (P11308 whole entry, looked up, the tested form may be a part): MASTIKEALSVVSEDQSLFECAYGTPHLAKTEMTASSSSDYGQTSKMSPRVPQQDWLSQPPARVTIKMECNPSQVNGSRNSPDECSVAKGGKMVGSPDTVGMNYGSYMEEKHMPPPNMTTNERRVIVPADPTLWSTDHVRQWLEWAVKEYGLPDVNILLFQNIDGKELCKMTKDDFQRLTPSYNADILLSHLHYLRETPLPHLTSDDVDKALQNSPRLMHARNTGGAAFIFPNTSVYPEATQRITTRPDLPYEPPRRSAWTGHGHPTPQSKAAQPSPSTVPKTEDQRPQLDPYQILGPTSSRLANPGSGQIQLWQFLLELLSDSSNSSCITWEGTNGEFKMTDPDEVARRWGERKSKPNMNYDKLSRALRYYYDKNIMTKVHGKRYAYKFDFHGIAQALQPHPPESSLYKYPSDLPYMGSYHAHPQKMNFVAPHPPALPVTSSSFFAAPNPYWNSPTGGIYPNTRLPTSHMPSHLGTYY
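His-tagged ERG Ets domain (1 uM in the protein solution; 300mM KCl, 50mM Tris-HCl, 1mM EDTA, 1mM DTT, pH 7.5) received compound, then a probe mix of 5 nM fluorescein-DNA and 100nM Texas-615-DNA. Fluorescence polarization was read for both dyes.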
GLS inh – inhibitors of human glutaminase (GLS) | Potency, µM (series often up to 45.5 µM), for inactives: at the top dose activity change, negative = inhibition, actives largely listed as inhibitors | hit rate 0.21% among 410,000 | O94925 | AID 624170 | GLS enzymatic activity, qHTS titration; note: potency is the fitted concentration of half-maximal effect; % is set by controls: 0 for no effect and ±100 for the full control effect
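hKGA in 45 mM KH2PO4 (pH 8.2), 0.02% Tween-20 with compound, then 1mM L-Glutamine (stock as added) plus glutamate oxidase/HRP/Amplex red coupling mix. Fluorescence read initially and after 30 min at RT; signal change reflects glutamate formation.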
JMJD2A Tudor inh – blocks the human JMJD2A Tudor domain; O75164; AlphaScreen JMJD2A-Tudor / H3K4me3 peptide binding; Potency, µM (highest dose often 114 µM), for inactives: top-dose activity change, negative = inhibition, actives largely listed as inhibitors; hit rate 4.4% among 390,000; AID 504339; note: potency is the fitted concentration of half-maximal effect; % is set by controls: 0 for no effect and ±100 for the full control effect; nearly all actives have a fitted effect of over 50% in size
BAZ2B block – inhibitors of human BAZ2B bromodomain. Q9UIF8. AlphaScreen BAZ2B-H3K14Ac peptide displacement. Potency, µM (titrated, usually from 114 µM), without a hit: top-dose activity change, negative = inhibition, actives largely listed as inhibitors. hit rate 4.4% among 360,000; note: potency is the fitted concentration of half-maximal effect; % is set by controls: 0 for no effect and ±100 for the full control effect; nearly all actives have a fitted effect of over 60% in size
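Complex of BAZ2B and biotin-H3K14Ac (50 nM apiece) forms over 30 min at RT, then faces library compounds up to 110 uM for another 30 min; AlphaScreen beads added, 20 min dark incubation, luminescence read.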
PI4K2A block – blocks human PI4K2A kinase activity; Q9BTU6; purified PI4K2A, ADP-Glo luminescence, 1 h; hits give low values; activity change, negative = inhibition, % at 76.9 µM; hit rate 0.13% among 420,000; in the data active = activity change below about -50%; inconclusive = mostly about -30% to -49%;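 note: -100% = wells without enzyme as full effect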
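ADP-Glo luminescence measured ADP generated by PI4K2A enzyme (4 ug/mL before mixing) with 1.2 mM PI substrate (pre-mix) and 300 microM ATP (pre-mix). Tris pH7.5 buffer with MgCl2, Triton X-100; 1 h reaction at ambient temperature.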
ALOX12 inh – blocks human arachidonate 12S-lipoxygenase; P18054; purified 12hLO, xylenol orange hydroperoxide absorbance; Potency, µM (series often up to 108 µM), without a hit: at the top dose activity change, negative = inhibition, hits mostly inhibitors; hit rate 1.1% among 580,000; AID 1671190; note: potency is the fitted concentration of half-maximal effect; % is set by controls: 0 for no effect and ±100 for the full control effect
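Purified human 12hLO at 150 nM in 25 mM Hepes, 0.01% Triton X-100, pH 7.0, preincubated 15 min at room temperature with compound. Reaction started with 40 uM arachidonic acid, 30 min at room temperature. Hydroperoxide measured by Fe-xylenol orange, 573/405 nm absorbance ratio.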
G9a inh – inhibitors of human histone lysine methyltransferase G9a. G9a H3K9 monomethylation, AlphaScreen, 2 h. Potency, µM (titrated, usually from 102 µM), for inactives: at the highest dose activity, negative = inhibition, hits mostly inhibitors. hit rate 8.8% among 350,000. AID 504332; note: potency is the fitted concentration of half-maximal effect; % is set by controls: 0 for no effect and ±100 for the full control effect; nearly all actives have a fitted effect of over 75% in size
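G9a (20 nM) was preincubated 15 min with compound, then reacted 2 h at room temperature with 500 nM biotin-H3K9 peptide and 20 µM SAM. Monomethyl-H3K9 detected by AlphaScreen using anti-H3K9me1 antibody.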
Starred values were filed as active, the others as inactive; ? = inconclusive; · = no result given; & = joins results of further samples; [ ] = dose if it differs, or a comment. Unless noted, calls come from the whole dose curve; as a rule, active = well fitted curve in the direction sought with a large enough effect; inconclusive = small, poorly fitted or top-dose-only effect, or another doubt; inactive = no such curve, though single readings can be large; an effect the other way counts as inactive or inconclusive. An excerpt. The share of hits here may be higher or lower than overall.

SMILES	HP1b binding inh	RGS4 inh	ERG-DNA inh	GLS inh	JMJD2A Tudor inh	BAZ2B block	PI4K2A block	ALOX12 inh	G9a inh
COC(=O)c1[nH]c2ccccc2c1NC(=O)CN1CC(C)OC(C)C1 (stereo unspecified)	26%	-8%	-8%	15%	6%	1%	2	2%	?
Cc1ccc(CN2CC(C(=O)N3CCN(S(=O)(=O)c4cccc(F)c4)CC3)CC2=O)cc1 (stereo unspecified)	15%	-1%	8%	3%	-10%	-4%	-1	?	?
COc1ccc(OC)c(CNC(=O)CCN2C(=O)COc3ccccc32)c1	20%	6%	-7%	-3%	-13%	12%	-2	-12%	?
CC1CCCN(C(=S)NCc2ccccc2)C1 (stereo unspecified)	45%[activator]	0%	3%	5%	-9%	1%	-6	5%	-3%[59 µM]
COc1ccccc1CNC(=O)CSc1nc2nc(C)cc(C)n2n1	45%[activator]	-11%	11%	2%	-6%	9%	-3	11%	-6%
CCOc1ccc(CN2CCCN(C)CC2)cc1	?	5%	·	30%	3.5µM*	?	0	?	10µM*
COc1ccc(-c2onc(C)c2-c2ccc3c(c2)OCCO3)c(O)c1	11%	12%	2%	16%	-27%	-31%	1	-24%	?
O=C(COc1ccc(S(=O)(=O)NCc2ccccc2)cc1Cl)NCc1ccncc1	33%	-9%	-24%	-17%	-8%	-23%	-6	?	?
COc1cc(OC)c(C(=O)OC(C)C(=O)Nc2cc(C(F)(F)F)ccc2Cl)cc1OC (stereo unspecified)	36%	-5%	-4%	-20%	-6%	-8%	4	0%	46%[activator][59 µM]
COc1ccc(N(C(=O)COc2c(C)cccc2C)S(=O)(=O)c2ccc(Cl)cc2)cc1	32%	-11%	8%	-8%	-21%	2%	50	-17%	6%[59 µM]
COc1ccc(OC(=O)COc2cccc(C)c2)cc1	84%[activator]	-8%	21%	-8%	22%	29%	2	?	30%
CC(=O)c1cccc(NC(=O)COC(=O)Cc2ccc(Cl)cc2)c1	31%	23%	5%	4%	-6%	3%	-1	-13%	?
COc1ccc(C(=O)NCc2cccnc2)cc1OC	16%	8%	-2%	1%	-16%	45%[activator]	0	0%	24%[59 µM]
CCCCn1nnnc1NCc1ccc(N2CCCC2)cc1	-19%	-25%	-4%	15%	?	?	2	0%	-40%[12.7 µM]
COc1ccc(-n2cc(-c3ccc4c(c3)OCO4)n(CC(=O)Nc3cccc(C)c3C)c2=O)c(OC)c1	-20%	-5%	3%	-1%	?	?	4	-28%	5µM*
O=C(Nc1nc2ccccc2[nH]1)c1ccc(Br)o1	17%	-18%	-1%	0%	-8%	-3%	1	19%	24%
COc1cccc(-n2nnc3c(=O)n(C/C=C/c4ccccc4)cnc32)c1	45%[activator]	-15%	-6%	-7%	-1%	12%	-9	18%	10%
CCOP(=O)(c1ccccc1)C1(C#N)CCCC1 (stereo unspecified)	33%	11%	0%	4%	-2%	11%	0	0%	?
CCCS(=O)(=O)N1CCC(CCOc2ccccc2)(C(=O)OCC)CC1	45%	16%	0%	2%	12%	3%	-9	4%	5%
CCc1cccc(NC(=O)C2CCCN2S(=O)(=O)c2ccc3c(c2)n(C)c(=O)c(=O)n3C)c1 (stereo unspecified)	61%&31%[activator]	19%[56.9 µM]	2%&-1%	5%&-15%	-6%&-11%	0%&-4%	1&3	3%&-19%	5%[59 µM]
Cc1cnc(NC(=O)c2ccco2)s1	-2%	6%	6%	3%	?	6%	-6	?	-2%
O=C1c2ccccc2C(=O)N1CC1CO1 (stereo unspecified)	2%	15%	1%	-13%	2%	·	3	3%	·
Cc1cc(=O)n2[nH]cc(C(=O)O)c2n1	32%	3%	·	-4%	?	-12%	-4	-6%	?
Cc1ccc(S(=O)(=O)c2c(C)nn(-c3ccccc3)c2OC(=O)c2ccco2)cc1	9%	-6%	0%	27%	79µM*	-37%	-7	-19%	?
O=C(COC(=O)/C=C/c1ccccc1)NC1CCS(=O)(=O)C1 (stereo unspecified)	33%[activator]	-7%	-3%	-7%	12%	7%	0	13%	24%[2.33 µM]
SMILES	HP1b binding inh	RGS4 inh	ERG-DNA inh	GLS inh	JMJD2A Tudor inh	BAZ2B block	PI4K2A block	ALOX12 inh	G9a inh
CCOC(=O)c1ccc(NC(=O)CSc2nc3ncccc3[nH]2)cc1	4%	6%	0%	7%	-18%	5%	0	-11%	-14%[59 µM]
Cc1ccc(O)c(-c2n[nH]c3c2C(c2ccc(F)cc2)N(Cc2ccco2)C3=O)c1 (stereo unspecified)	-25%	1%	7%	1%	?	?	-2	?	-31%[59 µM]
O=C1C2ON(c3ccc(Br)cc3)C(c3cccnc3)C2C(=O)N1C1CCCCC1 (stereo unspecified)	22%	-24%	4%	-1%	-18%	1%	-3	0%	-7%[59 µM]
CC1Cc2ccccc2N1Cc1cc(=O)c(OCC(=O)Nc2ccccc2)co1 (stereo unspecified)	5%	2%	2%	10%	-24%	-39%	-3	-15%	-44%
COc1cc(CCC(=O)OCC(=O)N2CCc3ccccc32)cc(OC)c1OC	26%	29%	-18%	14%	2%	8%	0	·	-11%[2.33 µM]
Cc1ccc(CNC(=O)C2CCC(=O)N(CC3CCCCC3)C2)o1 (stereo unspecified)	4%	-17%	10%	2%	-17%	-17%	-2	?	45µM*
CCN(Cc1nc2ccccc2n1C)c1ccccc1	36%	9%	-10%	16%	-6%	-31%	-6	-6%	?
CCOc1ccc(NC(=O)CN2C(=O)NC3(CCCC3)C2=O)cc1S(=O)(=O)N1CCCCC1	21%	7%	-5%	0%	-22%	6%	-1	-16%	?
COc1ccc(CNC(=O)C2CCN(S(=O)(=O)N3CCC(C)CC3)CC2)c(OC)c1	20%	1%	-2%	-1%&-2%	-23%	-12%	4&1	-25%&-18%	-26%[59 µM]
CCSc1nc(-c2ccccc2)nc(C(Cl)Cl)n1	87%[activator]	-20%	1%	-2%	40%[activator]	16%	2	?	26%[59 µM]
O=C(Nc1ccccc1OC(F)F)c1ccc(-n2cncn2)c([N+](=O)[O-])c1	9%	5%	-1%	0%	-13%	-10%	3	-2%	?
COc1ccc(Cn2nnnc2C(c2ccccn2)N2CCN(c3cc(Cl)ccc3C)CC2)cc1 (stereo unspecified)	6%	-5%	·	-1%	?	?	-3	-27%	22µM*
Cc1cccc(OCC(=O)Nc2nccs2)c1C	35%	9%	-5%	5%	1%	-3%	-20	0%	·
CN(C)CCCOc1ccc(C(C)(C)c2ccccc2)cc1	?	-20%	1%	1%	1.6µM*	50µM*	-2	?	?
CN(C)c1ccc(C(CNC(=O)Cc2cccc3ccccc23)N(C)C)cc1 (stereo unspecified)	13%	35%	-4%	19%	13%	?	1	18%	-26%
O=C(CNC(=O)c1ccc(Br)o1)NNC(=O)c1ccccc1O	47%[activator]	-2%	-4%	0%	-8%	4%	3	-25%	-33%[0.501 µM]

An excerpt of these results, with values under each structure:
Every second line gives: HP1b binding inh	RGS4 inh	ERG-DNA inh	GLS inh	JMJD2A Tudor inh	BAZ2B block	PI4K2A block	ALOX12 inh	G9a inh
- O=C1c2ccccc2C(=O)N1CC1CO1 (stereo unspecified)
    2%	15%	1%	-13%	2%	·	3	3%	·
- Cc1cc(=O)n2[nH]cc(C(=O)O)c2n1
    32%	3%	·	-4%	?	-12%	-4	-6%	?
- Cc1ccc(S(=O)(=O)c2c(C)nn(-c3ccccc3)c2OC(=O)c2ccco2)cc1
    9%	-6%	0%	27%	79µM*	-37%	-7	-19%	?

5 entries from above, bar-delimited:
structure | HP1b binding inh | RGS4 inh | ERG-DNA inh | GLS inh | JMJD2A Tudor inh | BAZ2B block | PI4K2A block | ALOX12 inh | G9a inh
O=C1C2ON(c3ccc(Br)cc3)C(c3cccnc3)C2C(=O)N1C1CCCCC1 (stereo unspecified) | 22% | -24% | 4% | -1% | -18% | 1% | -3 | 0% | -7%[59 µM]
CC1Cc2ccccc2N1Cc1cc(=O)c(OCC(=O)Nc2ccccc2)co1 (stereo unspecified) | 5% | 2% | 2% | 10% | -24% | -39% | -3 | -15% | -44%
COc1cc(CCC(=O)OCC(=O)N2CCc3ccccc32)cc(OC)c1OC | 26% | 29% | -18% | 14% | 2% | 8% | 0 | · | -11%[2.33 µM]
Cc1ccc(CNC(=O)C2CCC(=O)N(CC3CCCCC3)C2)o1 (stereo unspecified) | 4% | -17% | 10% | 2% | -17% | -17% | -2 | ? | 45µM*
CCN(Cc1nc2ccccc2n1C)c1ccccc1 | 36% | 9% | -10% | 16% | -6% | -31% | -6 | -6% | ?
